Mcl1 Bid PPI: disrupts binding of human Mcl-1 to Bid peptide | Q07820 | 220,000 compounds, 0.97% hits | inhibition, % at 21.7 µM | TR-FRET Mcl-1/Bid-Dy647 peptide binding, 1536-well;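 active = compounds that cut the binding signal by more than half at the single screening dose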;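 note: His-tagged Mcl-1 with europium anti-His antibody binding Bid BH3 peptide; 0% = Mcl-1 plus peptide wells and 100% = peptide-only wells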
Target sequence (Q07820 whole entry, looked up): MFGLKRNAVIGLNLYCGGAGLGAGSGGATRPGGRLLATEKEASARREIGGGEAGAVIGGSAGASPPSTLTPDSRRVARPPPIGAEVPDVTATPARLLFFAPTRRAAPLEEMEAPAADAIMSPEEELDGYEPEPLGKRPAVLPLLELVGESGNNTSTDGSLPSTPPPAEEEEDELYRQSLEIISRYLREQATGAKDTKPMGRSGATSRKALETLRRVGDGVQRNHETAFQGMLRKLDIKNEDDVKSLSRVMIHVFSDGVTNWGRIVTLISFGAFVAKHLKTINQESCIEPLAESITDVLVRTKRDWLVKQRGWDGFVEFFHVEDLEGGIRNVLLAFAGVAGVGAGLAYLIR
Cdc42 wt GTP: human Cdc42 wildtype GTP binding change, either direction. GST-Cdc42 beads, Bodipy-GTP binding, flow cytometry; actives lie on both sides. 190,000 compounds, 0.2% hits. P60953. AID 761. percent activity (GTP binding), % at 10 µM;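 active = percent activity GTP binding at least 20 points away from the 100% baseline, either down as inhibitor or up as activator; inconclusive = compound flagged as likely green fluorescent from well-wide comparison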;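 note: median bead fluorescence of bound Bodipy-FL-GTP at 100 nM; 0% = excess unlabeled GTP control and 100% = no compound control; below 100% means less GTP binding so inhibitor and above means activator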
Target sequence (P60953 whole entry, looked up): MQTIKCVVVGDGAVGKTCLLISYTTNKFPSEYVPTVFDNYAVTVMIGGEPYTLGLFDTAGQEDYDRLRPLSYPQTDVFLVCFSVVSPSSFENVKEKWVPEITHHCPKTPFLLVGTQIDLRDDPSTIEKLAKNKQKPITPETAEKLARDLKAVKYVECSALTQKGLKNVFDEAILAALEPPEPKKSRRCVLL
GSH bead fluor: GSH bead compound fluorescence profile; GSH beads flow cytometry, compound fluorescence 488/530 nm; active compounds read high; fluorescence (KMESF) at 10 µM; 190,000 compounds, 0.25% hits; in the data active = fluorescence above about 89;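 note: glutathione beads carrying GST-tagged Bcl family fusion proteins plus one bare bead set; values are compound well signal with DMSO vehicle wells as background; inactives centre near 16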
Rac1 wt GTP bind: alters GTP binding to wildtype human Rac1; P63000; GST-Rac1 beads, fluorescent GTP binding, flow cytometry; actives lie on both sides; 0 = cold GTP competed, 100 = untreated; GTP binding activity (% of control), % at 10 µM; 190,000 compounds, 0.27% hits; AID 757;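 active = GTP binding activity at least 20 points away from the 100% control level, either lower or higher; inconclusive = compound flagged as likely green fluorescent, judged across all proteins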
Rac1 act GTP bind: modulators of GTP binding to human Rac1 activated mutant; 190,000 compounds, 0.11% hits; P63000; GST-Rac1 activated beads, fluorescent GTP binding, flow cytometry; actives lie on both sides; 100% means binding = to untreated wells; AID 764; percent activity (GTP binding), % at 10 µM;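 active = GTP binding at least 20 percentage points away from the 100% baseline, in either direction, so actives lie on both sides; inconclusive = Compound likely fluorescent itself, or too few beads counted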
Pf gametocyte: inhibitors of late stage P. falciparum gametocyte viability; inhibition, % at 10.9 µM; P. falciparum stage V gametocytes, ATP luminescence, 24 h; AID 743093; 150,000 compounds, 0.065% hits;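 active = inhibition above the mean plus 3 SD of compounds within the control limits, set per campaign, cut at about 38% in these data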;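 note: 0% = DMSO wells and 100% = medium only without gametocytes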
Mcl1 Noxa PPI: Mcl-1/Noxa interaction inhibition; inhibition, % at 21.7 µM; TR-FRET Mcl-1/Noxa peptide binding, 2 h; AID 1022; 220,000 compounds, 1.5% hits; Q07820;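 active = compounds that cut the protein-peptide binding signal by more than 50% relative to plate controls in a single-dose test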;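 note: His-tagged Mcl-1 with rhodamine Noxa BH3 peptide and terbium anti-His antibody; 0% = Mcl-1 plus Noxa peptide wells and 100% = peptide-only wells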
Rab7 wt GTP bind: modulators of GTP binding to dog Rab7 wildtype GTPase | GST-Rab7 beads, fluorescent GTP binding, flow cytometry; actives lie on both sides; untreated = 100%, excess cold GTP = 0% | GTP binding activity (percent of control), % at 10 µM | 190,000 compounds, 0.055% hits | AID 758;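 active = fluorescent GTP binding to Rab7 beads changed by at least 20 points from the 100% baseline, either direction, mostly lower; inconclusive = compound itself probably fluorescent, or too few beads counted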;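 note: median green fluorescence of bound Bodipy-FL-GTP per Rab7 bead population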
Avidin fluor: compound fluoresces at 488/530 nm on avidin beads; compound fluorescence 488/530 nm, flow cytometry; active compounds read high; 220,000 compounds, 0.38% hits; fluorescence (KMESF) at 10 µM; in the data active = fluorescence above about 47; note: inactives centre near 10
Rab2 wt GTP: changes GTP binding to wildtype dog Rab2A, up or down | P61105 | GST-Rab2 wt beads, Bodipy-GTP binding, flow cytometry | GTP binding activity, % at 10 µM | 190,000 compounds, 0.19% hits;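 active = GTP binding activity at least 20 points away from 100%, either lowered or raised; inconclusive = signal likely due to the compound's own green fluorescence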;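 note: 0% = beads with excess unlabeled GTP and 100% = no-compound control corrected for plate trend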
HRas wt GTP bind: human HRas wildtype GTP binding, change in either direction; GTP binding activity, % at 10 µM; 190,000 compounds, 0.14% hits; GST-Ras wt beads, Bodipy-FL-GTP binding, flow cytometry; actives lie on both sides; AID 759; P01112;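 active = GTP binding activity at least 20% away from the 100% baseline, either lowered as inhibitor or raised as activator; inconclusive = flagged as likely green fluorescent, judged across all proteins in the well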;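 note: 0% = unlabeled GTP competition control and 100% = no-compound control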
Target sequence (P01112 whole entry, looked up): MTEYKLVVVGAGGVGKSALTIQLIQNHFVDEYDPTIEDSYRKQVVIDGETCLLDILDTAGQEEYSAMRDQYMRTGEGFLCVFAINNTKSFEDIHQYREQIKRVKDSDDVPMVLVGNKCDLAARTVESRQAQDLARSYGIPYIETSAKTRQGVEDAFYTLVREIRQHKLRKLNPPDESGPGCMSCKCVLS
Numbers without * were called inactive; u = inconclusive; x = no result given. No enrichment for hits; any-hit rate near 3%.

SMILES,Mcl1 Bid PPI,Cdc42 wt GTP,GSH bead fluor,Rac1 wt GTP bind,Rac1 act GTP bind,Pf gametocyte,Mcl1 Noxa PPI,Rab7 wt GTP bind,Avidin fluor,Rab2 wt GTP,HRas wt GTP bind
N#Cc1nc(-c2ccco2)oc1N1CCN(c2ccccc2)CC1,2,101,13,108,100,x,17,100,8,103,103
COc1cccc(OC)c1OCCCCc1c(C)n[nH]c1C,16,96,23,101,97,x,20,99,6,97,97
Cn1c(=O)oc2cc(S(=O)(=O)N3CCN(Cc4ccc5c(c4)OCO5)CC3)ccc21,-3,101,36,96,96,-3,20,96,11,96,97
Cc1nn(Cc2ccccc2Cl)c(Cl)c1/C=C/C(=O)OCC(=O)NC1CCS(=O)(=O)C1 (centres undefined),-1,94,13,97,94,12,7,94,8,97,94
O=C(CN1CCC(n2nnc3cc(F)ccc32)CC1)NNC(=O)c1ccccc1,-21,103,8,109,98,-16,-2,102,10,99,103
COC(=O)C1=C(C)OC(N)=C(C#N)C1c1ccccc1F (centres undefined),-15,102,17,100,98,-14,8,105,43,101,101
Cc1ccc2nc(-c3sc4nc(C)ccc4c3N)[nH]c2c1,-54,97,16,100,93,10,8,96,6,96,97
COc1cc(CCC(=O)OCC(=O)Nc2cccc(S(N)(=O)=O)c2)cc(OC)c1OC,-9,98,17,102,99,2,12,97,3,96,96
COc1ccc(N2C(=O)CCC(C(=O)NCCCN3CCC(C)CC3)C2c2ccc(OC)c(OC)c2)cc1 (centres undefined),0,100,11,101,97,10,4,101,16,101,96
O=C(CNCC1CCCO1)Nc1ccccc1-n1cccc1 (centres undefined),20,102,23,102,102,x,24,98,28,99,99
O=C1NCCN(Cc2cccc(Oc3ccccc3)c2)C1CC(=O)N1CCCO1 (centres undefined),-6,101,12,104,99,21,11,98,17,98,98
CC1CCN(c2nc(-c3ccncc3)nc3ccccc23)CC1,-17,103,40,104,99,-1,6,103,11,101,102
C/C(=N/NC(=O)c1ccc(NC(=O)c2ccc(F)cc2)cc1)c1ccccc1,-17,100,9,100,97,6,24,102,15,99,101
CCCC1(C(=O)O)NC(c2cccc(OC)c2O)C2C(=O)N(c3ccccc3)C(=O)C21 (centres undefined),-41,105,22,108,100,x,2,103,8,103,103
CC(C)(C)c1cc(-c2ccco2)c(C#N)c(SCC#N)n1,2,98,12,96,94,-7,6,98,37,95,98

Continuation:
SMILES,Mcl1 Bid PPI,Cdc42 wt GTP,GSH bead fluor,Rac1 wt GTP bind,Rac1 act GTP bind,Pf gametocyte,Mcl1 Noxa PPI,Rab7 wt GTP bind,Avidin fluor,Rab2 wt GTP,HRas wt GTP bind
COc1cccc(C(=O)N2CCN(Cc3ccccc3[N+](=O)[O-])CC2)c1,-1,99,10,102,102,-8,16,98,4,101,100
Cc1cc(=O)c2ccccc2[nH]1,-35,98,15,99,97,x,-27,100,6,99,98
CCOC(=O)c1cn(Cc2ccccc2)nn1,-26,103,13,105,100,10,19,99,12,100,99
CSc1cccc(NC(=O)c2ccccc2N(C)S(C)(=O)=O)c1,1,103,40,100,98,-11,2,102,10,101,98
CCc1ccc2c(c1)[C@]1(C(=O)N2)[C@@H]2C(=O)N(Cc3ccccc3)C(=O)[C@@H]2[C@@H]2CCCN21,-38,99,38,96,94,x,3,97,15,99,98
O=C(N/N=C/c1ccc(O)cc1)c1cc[n+](Cc2ccccc2)cc1,-34,101,10,100,99,0,13,95,6,98,99
C[n+]1cccc(C(=O)NCC2CCCO2)c1 (centres undefined),-71,104,12,100,100,3,10,102,6,99,100
CCN(CC)CCN(C(=O)CCOc1ccccc1)c1nc2ccc(F)cc2s1,-22,100,24,99,97,4,34,95,10,98,96
CC(=O)c1sc(NC(=O)c2cccc(C)c2)nc1C,1,99,12,97,93,-4,35,102,21,99,98
COCCNCC(=O)NC12CC3CC(CC(C3)C1)C2,-23,102,8,104,98,-9,2,102,10,100,102
Cc1nnc(Nc2ccccc2)n(N)c1=O,-13,104,26,107,101,x,4,103,8,104,105
COc1cc(N=c2ssnc2Cl)cc(OC)c1OC,-69,98,9,95,93,-24,3,97,17,97,98
CCC(=O)c1ccc(OCC(=O)NCCc2ccccn2)cc1,6,96,19,96,96,-6,9,95,17,95,95
CCOC(=O)C1(Cc2ccccc2Cl)CCN(C(=O)c2cnccn2)CC1,-25,96,11,98,96,10,16,93,6,93,96
CC1(C)CSC(=NCc2ccccc2)N1C(=O)c1cccc([N+](=O)[O-])c1,-14,101,10,104,103,-30,2,97,16,100,100

(cont.)
SMILES,Mcl1 Bid PPI,Cdc42 wt GTP,GSH bead fluor,Rac1 wt GTP bind,Rac1 act GTP bind,Pf gametocyte,Mcl1 Noxa PPI,Rab7 wt GTP bind,Avidin fluor,Rab2 wt GTP,HRas wt GTP bind
CC(=O)c1cnn(-c2cc(Oc3ccc(F)cc3)ncn2)c1C,5,103,35,103,97,x,-2,102,7,100,102
CCC(=O)Nc1ccc(C(=O)CSc2nc3ccc(C)cc3[nH]2)cc1,-34,101,19,100,99,x,35,97,7,98,97
Cc1ccc(C(=O)CCNc2ccc(Br)cc2)o1,-23,91,27,90,90,x,0,92,13,90,94
CCn1c(=O)c(=O)n(CC)c2cc(S(=O)(=O)Nc3cccc(OC)c3)ccc21,-20,96,35,99,99,15,10,96,13,96,101
COC(=O)COc1cc(Cl)c(C=O)cc1OC,0,99,17,100,97,-27,0,97,7,98,99
Cc1cc(C)c(S(=O)(=O)Nc2cccc3nsnc23)c(C)c1,-51,94,81,93,95,-8,14,97,9,96,95
CCOC(=O)c1cnc(SC)nc1Oc1cccc(NC(=O)c2ccc(Cl)cc2)c1,-10,101,18,105,97,11,9,103,24,101,100
CC1=C(C(=O)OCc2ccccc2)C(c2cccnc2)c2c(n(C)c(=O)n(C)c2=O)N1 (centres undefined),-11,98,38,107,99,x,1,100,12,98,100
CC12CC3(C)CC(C)(C1)CC(C(=O)NCc1ccccn1)(C2)C3,3,99,13,101,95,-12,8,109,9,101,101
O=C(OCCNc1nc(-c2ccccc2)nc2ccccc12)c1ccncc1,4,90,12,97,95,x,8,100,11,95,96
Cc1ccc(-c2cc3nc(C)cc(NCc4ccco4)n3n2)cc1,-17,101,13,98,99,x,16,103,11,101,101
N#C/C(=C\c1cn[nH]c1-c1ccc(Cl)cc1)C(=O)NCc1ccccc1,-17,102,23,98,99,-17,10,96,14,102,102
CC(O)c1nc2ccccc2n1CCOc1ccccc1 (centres undefined),-7,96,16,104,95,x,12,100,5,99,101
CN1C2CCC1/C(=C\c1ccccc1)C(=O)/C2=C\c1ccccc1,12,u,22,u,u,x,-4,u,35,u,u
CC1CCN(CC(=O)Nc2sc3c(c2C#N)CCC3)CC1,-45,104,5,105,101,x,-3,96,8,99,100

(continued)
SMILES,Mcl1 Bid PPI,Cdc42 wt GTP,GSH bead fluor,Rac1 wt GTP bind,Rac1 act GTP bind,Pf gametocyte,Mcl1 Noxa PPI,Rab7 wt GTP bind,Avidin fluor,Rab2 wt GTP,HRas wt GTP bind
Cc1cc(C)n(-c2ccc(C(=O)Nc3ccccc3N3CCOCC3)cc2)n1,-11,101,30,102,96,x,7,96,7,98,99
CCSc1nnc(-c2ccncc2)n1Cc1ccccc1,-8,106,17,103,100,x,-5,101,13,105,105
Cc1ccc(CNC(=O)c2sc3nc4c(c(C(F)(F)F)c3c2N)CCC4)cc1,-10,98,29,101,95,x,2,101,12,97,97
N=C1C(c2ccccc2)=C(O)CN1c1cccc2ccccc12,-11,98,20,100,95,18,-12,102,13,101,101
C/C(=N/O)c1ccc(Oc2cnccn2)cc1,-15,105,11,105,100,9,4,98,9,103,102
Cc1cc(C(=O)N/N=C/c2c[nH]c3ccccc23)c(C)o1,-26,100,17,99,97,-4,19,99,23,98,98
NS(=O)(=O)c1ccc(Cl)c(C(=O)Nc2ccccc2[N+](=O)[O-])c1,-5,94,8,97,95,x,0,95,8,95,95
O=C1CN(c2nc3nonc3nc2N2CCCCC2)CCN1,-27,97,10,103,100,-18,-3,99,12,99,96
S=c1[nH]nc(COc2ccc3ccccc3c2)o1,-18,96,13,99,94,x,21,92,6,95,94
COc1ccc(Cn2c(=O)c3c(nc(NCCO)n3C)n(C)c2=O)cc1,-39,u,12,u,u,x,-9,u,28,u,u
CCCn1c(/N=C/c2ccc3c(c2)OCO3)nc2ccccc21,3,94,34,89,92,x,x,95,10,94,95
O=c1c2ccccc2nc(CSc2nnnn2-c2ccccc2)n1-c1ccccc1,67*,106,10,108,102,x,-252,104,22,104,103
CCOC(=O)CNC(=O)c1sc(NC(=O)c2cccc(F)c2)nc1C,5,98,13,95,95,10,3,94,15,97,98
O=C1OC(Nc2ccc(Br)cc2F)c2ccccc21 (centres undefined),12,101,13,102,99,-2,17,100,27,100,102
Nn1c(SC/C=C/c2ccccc2)nnc1-c1ccccn1,-26,99,35,101,101,-8,22,100,1,100,100

High-throughput results as filed in PubChem BioAssay.
